Screening results: PubChem BioAssay, several laboratories
West Nile antiviral – inhibition of WNV-induced cytopathic effect – cell-based, CPE readout (AID 1621); West Nile virus-infected cells, CPE inhibition; higher % means a stronger effect; CPE inhibition, % at 10 µM; hits with a dose series show IC50 in µM; actives 0.02% (n = 290,000); in the data active = a potency from the dose series; inconclusive = CPE inhibition mostly from about 3.7% at the one dose, without a potency; inactive = the rest, 99 in 100 with CPE inhibition below about 2.2%; also: strong numbers were not always called active
Rac1 GTP hydrolysis – MgcRacGAP GTPase-activating activity inhibitors, confirmation, biochemical, ADP Hunter fluorescence; MgcRacGAP-stimulated Rac1 GTP hydrolysis, ADP Hunter fluorescence; higher % means a stronger effect; GST-tagged Rac1 F28L mutant substrate; inhibition, % at 30 µM; hits with a dose series show IC50 in µM; actives 0.6% (n = 340,000);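 active = first-screen hits whose inhibition reached a set limit at any dose in the follow-up dose series; inconclusive = inhibition above the set first-screen limit but never retested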;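 also: fluorescence reports GDP produced by GAP-driven GTP hydrolysis; strong numbers were not always called active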
CSM14.1 death rescue – protection against thapsigargin-triggered cell killing – 384-well, CSM14.1, ATP luminescence, primary screen (AID 1222); CSM14.1 thapsigargin-induced death rescue, ATP luminescence; higher % means a stronger effect; one-dose cellular ATP content (survival), % at 20 µM; EC50 in µM for titrated hits; 190,000 tested, under 10 active;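 active = EC50 below 50 µM in the dose-response confirmation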;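 also: death triggered by thapsigargin at about 15 µM added after 2 h compound pretreatment; cell ATP read after overnight thapsigargin exposure of roughly 18 to 22 hours; normalized against plate controls of thapsigargin alone and 5% DMSO vehicle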
Large T inhibition – TAg ATPase/helicase activity blockers – biochemical (AID 1903). SV40 large T antigen ATPase/helicase inhibition assay; higher % means a stronger effect. one-dose inhibition, % at 20 µM; IC50 in µM for titrated hits. actives 0.39% (n = 310,000); in the data active = a potency from the dose series; inconclusive = inhibition mostly from about 32% at the one dose, without a potency; inactive = the rest, 99 in 100 with inhibition below about 32%; also: strong numbers were not always called active
LYP phosphatase – inhibitors of LYP phosphatase, biochemical, fluorescence intensity, uHTS (AID 1779). recombinant LYP phosphatase, fluorescence intensity; higher % means a stronger effect. inhibition, % at 11.5 µM; hits with a dose series show IC50 in µM. actives 0.054% (n = 290,000); in the data active = inhibition above about 50%;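 also: plate controls were vehicle with enzyme for no effect and no enzyme for full effect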
RSV CPE inhibition – RSV antiviral activity via CPE protection, HEp-2 cells, primary 10 µM value included (AID 2391); actives 0.13% (n = 310,000); CPE inhibition, % at 10 µM; hits with a dose series show IC50 in µM; HEp-2 cells, RSV-induced CPE inhibition; higher % means a stronger effect; in the data active = a potency from the dose series; inconclusive = CPE inhibition mostly from about 23% at the one dose, without a potency; inactive = the rest, 99 in 100 with CPE inhibition below about 21%; also: strong numbers were not always called active
PhoP inhibition – inhibitors of PhoP regulon expression, primary screen, Salmonella Typhimurium, GFP reporter (AID 1863) | S. Typhimurium PhoP-regulated promoter GFP reporter, 4 h; higher % means a stronger effect | actives 0.16% (n = 300,000) | inhibition, % at 50 µM, or IC50 in µM where a hit was titrated;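 active = inhibition over 29.93%, a cutoff 3 SD above the screen mean, later confirmed by dose response; inconclusive = inhibition over 29.93% but no dose response follow-up; inactive = inhibition at most 29.93% or unconfirmed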;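 also: 0% = low Mg2+ inducing control and 100% = high Mg2+ repressing control; strong numbers were not always called active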
GPR35 antagonists – GPR35 antagonists blocking zaprinast-driven arrestin recruitment, primary screen, imaging, U2OS, beta-arrestin-GFP, zaprinast agonist (AID 2058); inhibition, % at 10 µM, or IC50 in µM where a hit was titrated; actives 0.052% (n = 290,000); U2OS GPR35 beta-arrestin-GFP translocation imaging, zaprinast antagonism; higher % means a stronger effect;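 active = inhibition of at least 50% with at least 30 cells and total cytoplasm GFP at most 10,000,000; inconclusive = under 30 cells or total GFP of 10,000,000 plus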
NS5 inhibitors – flavivirus cap methylation enzyme inhibition – biochemical, confirmation dose response, primary screen (AID 588689). inhibition, % at 25 µM; hits with a dose series show IC50 in µM. Dengue-2 NS5 methyltransferase capping enzyme assay, biochemical; higher % means a stronger effect. actives 0.3% (n = 340,000); in the data active = a potency from the dose series; inconclusive = inhibition above about 29% without an active follow-up result
NS5 inhibitors pilot replicate – second read-out of NS5 inhibitors, no call of its own (marks repeat the call); inhibition, %; measured here: pilot screen replicate inhibition
Numbers without * were called inactive; ? = inconclusive; . = not tested or not shown. Rows were taken by chance. About 1.5% of those tested had a hit in this group.

SMILES	West Nile antiviral	Rac1 GTP hydrolysis	CSM14.1 death rescue	Large T inhibition	LYP phosphatase	RSV CPE inhibition	PhoP inhibition	GPR35 antagonists	NS5 inhibitors	others
CC(C)NC(=O)C(=O)NCCN1CCN(S(=O)(=O)c2ccc(Cl)cc2)CC1	0.5%	2%	-0.6%	8%	-10%	2.2%	-1%	-13%	0%
CC(C)CCn1c(=S)[nH]c2ncccc2c1=O	.	3%	-1.5%	10%	-4%	2.8%	-1%	-1%	-8%
Cc1ccc(C)c(OCCCN2CCc3ccccc3C2)c1	-0.8%	12%	.	8%	2%	-0.3%	0%	-14%	2%	NS5 inhibitors pilot replicate=-2.7
CCOc1ccc(NC(=O)c2ccc3c(=O)n4c(nc3c2)CCCCC4)cc1	-0.2%	1%	.	-6%	-15%	3.0%	2%	2%	-15%
O=C(CNS(=O)(=O)c1ccccc1)OCC(=O)c1ccccc1Cl	0.1%	11%	.	9%	-9%	2.8%	4%	7%	-2%
COc1ccc(CCN(Cc2cccs2)S(=O)(=O)c2ccc(S(=O)(=O)N3CCC(C)CC3)cc2)cc1OC	-0.4%	12%	2.9%	10%	-6%	1.7%	-1%	1%	1%
CCOc1ccccc1C(=O)OCC(=O)Nc1ncc(C(F)(F)F)cc1Cl	0.0%	5%	1.2%	0%	-11%	0.4%	0%	-4%	-7%	NS5 inhibitors pilot replicate=0.0
Cc1ccc(CCNC(=O)c2cc(-c3ccncc3)nc3ccccc23)cc1	-0.3%	4%	.	-4%	-4%	5.8%	-3%	5%	4%
Cc1ccccc1C(=O)c1cccn1CC(=O)NCCCN1CCc2ccccc2C1	-0.7%	-3%	-0.2%	6%	-9%	-2.0%	5%	-6%	-12%
Cc1cccc(Cn2c(=O)c3c(nc4n3CCCN4Cc3ccccc3)n(C)c2=O)c1	-1.5%	3%	-0.3%	-3%	-2%	5.0%	-2%	-7%	-8%
Cc1ccc(NC(=S)NC(CO)C(O)c2ccc([N+](=O)[O-])cc2)cc1 (stereo not drawn)	-0.3%	8%	-1.6%	5%	-1%	-1.6%	8%	3%	3%
Cc1cccc(-n2c(SCN3C(=O)c4ccccc4C3=O)nc3ccccc3c2=O)c1	-0.6%	.	15%	16%	-3%	.	3%	-9%	.
O=[N+]([O-])c1ccc(S(=O)(=O)NCC2CCCO2)cc1 (stereo not drawn)	-0.2%	9%	-2.4%	-3%	-10%	2.0%	9%	3%	-10%
CN(CC(=O)Nc1ccc2c(c1)OCCO2)S(=O)(=O)c1cccc2cccnc12	0.4%	4%	-1.7%	-8%	-5%	2.7%	5%	18%	-3%
CC1Cc2ccccc2N1C(=O)CSc1ncccn1 (stereo not drawn)	.	7%	.	8%	.	0.9%	0%	.	-4%
COCCn1c(SCC(=O)Nc2ccccc2OC)nnc1-c1ccco1	-0.7%	5%	.	7%	-4%	2.0%	2%	-9%	-5%
COCCNC(=O)C1CC(c2ccc(C(F)(F)F)cc2)=NO1 (stereo not drawn)	-0.6%	10%	.	1%	.	-0.7%	5%	.	-1%
O=C1NC(=S)N/C1=C/c1ccc2c(c1)OCO2	?	18%	.	12%	3%	8.6%	-13%	15%	17%
CCc1ccc(NC(=O)C2CCN(S(=O)(=O)c3ccc4c(c3)CC(C)N4C(C)=O)CC2)cc1 (stereo not drawn)	-0.4%	1%	.	.	-2%	0.9%	.	-10%	-3%
COC(=O)c1ccccc1OCCCN(C)C	0.1%	16%	4.9%	15%	-10%	0.5%	13%	10%	2%
N=C1C(c2nc3ccccc3s2)=C(O)CN1NC(=O)c1ccccc1[N+](=O)[O-]	-0.1%	7%	0.3%	5%	0%	-0.2%	4%	16%	-2%
CCCS(=O)(=O)N1CCN(S(=O)(=O)c2ccccc2[N+](=O)[O-])CC1	0.2%	.	1.3%	19%	-8%	1.2%	-6%	-10%	.
COc1ccccc1N1CCN(C(=O)NCc2cccc(C(F)(F)F)c2)CC1	-0.7%	5%	.	9%	-1%	2.7%	-4%	16%	-12%
O=C(O)c1ccccc1NC(=O)C(c1ccccc1)c1ccccc1	.	5%	.	11%	.	0.3%	.	.	5%
O=C(NC1CCCN(Cc2ccccc2F)C1)C1CCC1 (stereo not drawn)	0.6%	11%	.	3%	0%	0.8%	-3%	-3%	.
COc1ccc(C(c2nnnn2C2CCCCC2)N2CCN(c3ccccc3F)CC2)cc1 (stereo not drawn)	-0.7%	10%	-5.1%	2%	-4%	1.2%	4%	0%	-2%
O=C(CSc1nnc(-c2ccc(O)cc2)o1)Nc1ccccc1	-0.2%	11%	.	13%	-8%	0.4%	1%	-2%	-2%
COc1ccc(-c2cn3cc(C(F)(F)F)cc(Cl)c3n2)cc1	-1.1%	5%	-1.3%	8%	-5%	9.5%	3%	-3%	2%
Cc1ccccc1NS(=O)(=O)c1cccc(C(=O)Nc2cccc(C(=O)O)c2)c1	0.3%	10%	.	9%	-8%	2.8%	12%	-5%	3%
CC(=O)c1ccc(N2CCN(C(=S)Nc3ccc(Oc4ccccc4)cc3)CC2)cc1	-1.1%	9%	-0.9%	7%	17%	-1.7%	2%	-7%	-7%
Cc1nn(CCc2n[nH]c(=S)n2-c2ccc(F)cc2)c(C)c1[N+](=O)[O-]	-0.3%	7%	-0.9%	6%	-4%	0.9%	8%	-2%	3%
COc1cccc(NC(=O)[C@H](Cc2c[nH]c3ccccc23)NC(=O)[C@@H]2Cc3ccccc3CN2)c1	-0.5%	-12%	.	1%	-2%	8µM*	6%	-6%	-11%
CC(C)NC(=O)C(=O)Nc1ccc2c(c1)N(S(=O)(=O)c1cccs1)CCC2	.	-2%	.	8%	.	-2.1%	11%	.	2%
C/C=C/C(=O)OCC(=O)NC(=O)NC(C)C	0.4%	5%	-2.4%	3%	-1%	0.1%	-6%	-6%	-2%
Cc1ccc(NCCC(=O)c2cccc([N+](=O)[O-])c2)cc1	-1.5%	4%	-3.0%	3%	6%	-1.6%	6%	2%	-6%
Cc1ccc(NC(=O)c2cccnc2)cc1C	0.2%	2%	.	4%	-6%	2.4%	0%	8%	-9%
COc1cccc(-c2nc(Oc3cccc(C)c3C)c3ccccc3n2)c1O	-0.2%	-6%	-1.1%	3%	-6%	1.8%	-2%	7%	-2%
Cc1ccc(C(=O)COC(=O)CN2C(=O)C3C4CCC(C4)C3C2=O)cc1[N+](=O)[O-] (stereo not drawn)	-0.7%	5%	-1.8%	2%	7%	1.2%	-7%	13%	-5%
Cc1ccc(C(=O)N(C)Cc2ccccc2)cc1S(=O)(=O)N1CCOCC1	-0.5%	4%	.	17%	-2%	1.8%	-6%	2%	-2%
CN1CCN(CC(=O)Nc2nc(-c3c[nH]c4ccccc34)cs2)CC1	?	14%	.	20%	-12%	-1.7%	5%	3%	-4%
COCOc1ccc(C=O)c(OCOC)c1	-0.4%	4%	.	4%	.	0.6%	-7%	.	-3%
Cc1occc1C(=O)Nc1sc2c(c1C(N)=O)CCC(C(C)(C)C)C2 (stereo not drawn)	0.5%	5%	-1.9%	17%	2%	-2.0%	-4%	-10%	-2%
O=C(CSc1nnc(C2COc3ccccc3O2)o1)N1CCN(c2ccccc2)CC1 (stereo not drawn)	-0.1%	2%	-1.1%	7%	-1%	1.2%	-5%	-9%	-1%
CCOc1ccc(NC(=O)CCNS(=O)(=O)c2ccc3c(c2)oc(=O)n3C)cc1	-0.4%	6%	.	6%	-6%	1.3%	8%	-1%	-4%
CC1=CC(C)(C)N(C(=O)CSc2ncn[nH]2)c2ccc(C)cc21	0.4%	2%	-2.1%	7%	-3%	-0.1%	-4%	3%	0%
Cc1ccc(S(=O)(=O)N(CCO)Cc2cc3ccc(C)c(C)c3[nH]c2=O)cc1	0.1%	10%	-2.2%	0%	-5%	-2.5%	-7%	6%	2%
N=c1n(Cc2ccccc2Cl)c2ccccc2n1CC(O)c1ccco1 (stereo not drawn)	-1.5%	11%	-2.2%	13%	-4%	-0.2%	7%	3%	3%
CCNC(=O)NC(=O)COC(=O)CCCSc1nc2ccccc2s1	0.1%	-7%	6.8%	7%	-5%	1.0%	-11%	-15%	-3%
COc1ccc(NS(=O)(=O)c2cc3c(cc2C)N(C)CCO3)c(OC)c1	-0.6%	-5%	.	15%	-4%	2.2%	.	12%	-3%
NS(=O)(=O)c1ccc(Nc2ccc3cc(S(=O)(=O)N4CCCCC4)ccc3n2)cc1	0.3%	9%	.	3%	-11%	16%	2%	-6%	-5%
Remaining list, next part.
SMILES	West Nile antiviral	Rac1 GTP hydrolysis	CSM14.1 death rescue	Large T inhibition	LYP phosphatase	RSV CPE inhibition	PhoP inhibition	GPR35 antagonists	NS5 inhibitors	others
CCC1COCCS(=O)(=O)N1Cc1ccccc1C (stereo not drawn)	-0.3%	11%	.	5%	-12%	-1.6%	-2%	6%	-8%
Cc1ccc(-c2nn(-c3cccc(F)c3)cc2CNCCc2ccncc2)o1	-0.6%	1%	-0.3%	9%	-3%	-1.8%	-7%	-10%	-8%
COc1cc2c(C(=O)NCc3ccc4c(c3)OCO4)cn(CC(C)C)c(=O)c2cc1OC	-0.1%	12%	1.2%	4%	2%	0.9%	10%	-12%	8%
Cc1cccc(N2CCCn3c2nc2c3c(=O)[nH]c(=O)n2C)c1	0.4%	5%	.	8%	-3%	7.1%	6%	8%	2%
COc1ccccc1/C=C/C(=O)c1ccc(NC(C)=O)cc1	?	-1%	4.2%	-1%	1%	21%	6%	-13%	-6%
O=C(O)c1cc(-c2ccccc2)nc2ccccc12	0.5%	7%	-2.5%	10%	-1%	-0.9%	-4%	4%	-1%
Cc1ccc(S(=O)(=O)NCC(=O)N2CCCC2C(=O)O)cc1 (stereo not drawn)	-0.4%	5%	.	21%	-7%	0.3%	6%	9%	-3%
COc1ccccc1NC(=O)c1cc(N2C(=O)C3C4CCC(C4)C3C2=O)ccc1Cl (stereo not drawn)	-0.5%	-1%	.	1%	-6%	5.2%	-9%	1%	-12%
Cc1ccc(CSc2nc3c(cc2C#N)CCC3)cc1	0.9%	10%	-1.7%	-1%	4%	.	2%	9%	-2%
Cc1ccc(C)c(NC(=S)NC(NC(=O)/C=C/c2ccccc2)C(Cl)(Cl)Cl)c1 (stereo not drawn)	-1.1%	7%	-1.8%	8%	0%	5.4%	0%	16%	-7%
O=C(NCC1COc2ccccc2O1)C1C2C=CC3(CN(Cc4ccccc4Cl)C(=O)C13)O2 (stereo not drawn)	-0.7%	3%	1.7%	3%	5%	3.3%	-1%	-7%	-11%
